Compound activity deposited in PubChem BioAssay by National Center for Advancing Translational Sciences (NCATS).
Akt phos inh – blocks phosphorylation of Akt. Neuro2A IGF-stimulated pAkt S473 HTRF, 20 min; hits give low values. activity change, % for hits at 50 µM. 360,000 tested, 0.32% active; in the data active = activity change below about -80%; inconclusive = mostly about -51% to -80%; also: % is scaled to controls: 0 for no effect and ±100 for the full control effect
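Neuro2A cells in DMEM with 0.5% FBS, overnight at 37 deg C, given compound at single 50 µM final, then IGF (6 nM final) for 20 min at 37 deg C. Lysed; phospho-Akt Ser473 by HTRF after 24 h, 665/615 ratio.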
GLP1R inv ag – inverse agonists of human GLP-1 receptor; AID 624417; Potency, µM (titrated, usually from 38.3 µM), inactives show at the highest dose activity change, negative = inhibition, actives largely listed as inhibitors; HEK293 GLP-1R CRE-luciferase, luminescence, 24 h; GLP-1R form is constitutively active; 410,000 tested, 1.6% active; also: potency is read from the fitted curve at half-maximal effect; % is scaled to controls: 0 for no effect and ±100 for the full control effect; nearly all actives have a fitted effect of over 55% in size
Target sequence (P43220 whole entry, looked up): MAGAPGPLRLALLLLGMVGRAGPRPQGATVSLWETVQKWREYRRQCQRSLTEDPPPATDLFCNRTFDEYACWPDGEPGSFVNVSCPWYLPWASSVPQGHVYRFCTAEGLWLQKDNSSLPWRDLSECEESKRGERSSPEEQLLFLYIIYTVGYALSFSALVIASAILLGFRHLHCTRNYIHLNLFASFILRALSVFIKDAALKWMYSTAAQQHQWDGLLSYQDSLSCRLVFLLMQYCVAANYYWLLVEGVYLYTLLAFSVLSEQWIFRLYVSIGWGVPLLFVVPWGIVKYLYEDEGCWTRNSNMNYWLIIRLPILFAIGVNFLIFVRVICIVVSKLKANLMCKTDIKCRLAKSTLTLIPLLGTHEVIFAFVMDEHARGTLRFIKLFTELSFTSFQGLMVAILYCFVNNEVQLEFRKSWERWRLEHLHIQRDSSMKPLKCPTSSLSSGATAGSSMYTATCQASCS
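Cells are plated, allowed 12 hours at 37 deg C, then treated with compounds for 24 hr before luciferase detection reagent is added and luminescence is read after 12 min at room temperature. The HEK293 line carries constitutively active GLP-1R with a cAMP-responsive reporter.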
FUS suppressor – FUS proteinopathy suppression in yeast; S. cerevisiae FUS-expressing, growth rescue, OD600, 24 h; Potency, µM (top dose mostly 76.6 µM), for inactives: top-dose growth rescue (activation), usual class: activators; 390,000 tested, 0.24% active; AID 1347120;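 also: potency is read from the fitted curve at half-maximal effect; plate controls were DMSO vehicle for no effect and reference control for full effect; nearly all actives have a fitted effect of over 55% in size; some results filed as inactive show a strong effect at the top dose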
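Yeast expressing FUS under galactose induction, OD 0.005 in 2% galactose medium; compounds in a dilution series, 24 h at 30C. Growth rescue by absorbance at 600 nm; CP55940 positive control, DMSO negative.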
HEK293 tox – cytotoxicity counter-screen for GLP-1 receptor inverse agonists; HEK293 cAMP-luciferase reporter cells, luminescence, 24 h; Potency, µM (highest dose often 38.3 µM), for the others: at the highest dose activity change, negative = inhibition, usual class: inhibitors; 410,000 tested, 0.13% active;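 also: loss of luciferase light is scored as toxicity; potency is read from the fitted curve at half-maximal effect; % is scaled to controls: 0 for no effect and ±100 for the full control effect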
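1536-well qHTS counterscreen of the MLSMR; 200 cells/uL, 12 h pre-incubation, 23 nL cpd, 24 h at 37 deg C 5% CO2, luciferase detection reagent, 12 min RT, luminescence. Inhibition = undesired.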
PTHR1 ag – PTHR1 (human) receptor agonism; 410,000 tested, 0.075% active; Potency, µM (titrated, usually from 115 µM), without a hit: at the top dose activation, actives largely listed as activators; HEK293 GP2 PTHR1 cells, GloSensor cAMP luminescence, 1 h; AID 743266; Q03431; also: potency is read from the fitted curve at half-maximal effect; nearly all actives have a fitted effect of over 55% in size; some results filed as inactive show a strong effect at the top dose; inactives centre near -15; many of its hits are not listed in these tables
Target sequence (Q03431 whole entry, looked up): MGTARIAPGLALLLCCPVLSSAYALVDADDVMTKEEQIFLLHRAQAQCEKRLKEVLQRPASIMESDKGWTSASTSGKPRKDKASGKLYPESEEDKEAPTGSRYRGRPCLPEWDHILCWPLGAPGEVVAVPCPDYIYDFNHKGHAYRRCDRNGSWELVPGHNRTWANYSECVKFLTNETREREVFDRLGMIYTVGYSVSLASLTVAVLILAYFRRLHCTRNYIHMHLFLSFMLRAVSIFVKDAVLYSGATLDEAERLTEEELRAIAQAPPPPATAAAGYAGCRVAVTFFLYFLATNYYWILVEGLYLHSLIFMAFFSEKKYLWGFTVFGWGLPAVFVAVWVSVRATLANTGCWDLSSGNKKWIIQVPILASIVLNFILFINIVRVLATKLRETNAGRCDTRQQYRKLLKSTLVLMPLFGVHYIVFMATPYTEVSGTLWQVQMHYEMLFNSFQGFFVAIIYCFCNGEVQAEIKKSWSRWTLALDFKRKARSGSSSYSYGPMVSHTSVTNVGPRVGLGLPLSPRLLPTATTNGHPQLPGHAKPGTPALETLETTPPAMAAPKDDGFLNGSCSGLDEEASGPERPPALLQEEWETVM
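HEK-293-derived GP2 cells expressing PTHR1 and a GloSensor cAMP reporter, 3,000/well, plated overnight, given luciferin plus IBMX (each 0.5 mM as added) for 1 h at 37 °C, then compound for 1 h at 37 °C. Luminescence was read after 15 min at room temperature.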
TDP43 rescue – inhibitors of TDP-43 toxicity in yeast | TDP-43 expressing yeast growth rescue, BacTiter-Glo, 24 h | Potency, µM (top dose mostly 46.1 µM), without a hit: at the top dose growth rescue (activation), hits mostly activators | 410,000 tested, 1.8% active | AID 652104; also: potency is read from the fitted curve at half-maximal effect; % of control where 0% means no effect; nearly all actives have a fitted effect of over 50% in size
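Readout is BacTiter-Glo luminescence of cell growth, so inhibitors register as activators. TDP-43-expressing yeast at OD600=0.02 in galactose medium, after raffinose pregrowth to mid-log, were incubated with compound for 24 hr at 30 deg C.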
aSyn rescue – rescues yeast growth from alpha-synuclein toxicity. Yeast expressing alpha-synuclein, growth rescue, BacTiter-Glo, 24 h. Potency, µM (top dose mostly 46.1 µM), for the others: at the top dose growth rescue (activation), usual class: activators. 370,000 tested, 0.14% active. AID 652106; also: potency is read from the fitted curve at half-maximal effect; % of control where 0% means no effect; nearly all actives have a fitted effect of over 65% in size
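Rescue of yeast growth: cells expressing toxic alpha-synuclein, induced in galactose at OD600 0.02, incubated with compound 24 h at 30 C. ATP luminescence quantified growth; inhibitors of toxicity appear as activators.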
Abeta rescue – A-beta toxicity reversal in yeast | yeast expressing A-beta42, growth rescue, OD600, 48 h; response scale: 0% DMSO, 100% iron-clioquinol control | Potency, µM (titrated, usually from 46.1 µM), inactives show at the top dose growth rescue, usual class: activators | 410,000 tested, 0.063% active | AID 1347071; also: potency is read from the fitted curve at half-maximal effect; nearly all actives have a fitted effect of over 55% in size
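Growth rescue measured by 600 nm absorbance after 48 h yeast culture at 30 C with compound. Values normalized between DMSO and an equimolar ferric chloride plus clioquinol control.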
Mm-Cpn inhibitor – blocks the Methanococcus maripaludis chaperonin Mm-Cpn | purified Mm-Cpn ATPase, ADP Transcreener TR-FRET | Potency, µM (series often up to 76.9 µM), without a hit: at the top dose activity, negative = inhibition, usual class: inhibitors | 330,000 tested, 0.031% active | AID 504842; also: potency is read from the fitted curve at half-maximal effect; % is scaled to controls: 0 for no effect and ±100 for the full control effect; nearly all actives have a fitted effect of over 80% in size
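Inhibition of chaperonin ATP hydrolysis is measured as reduced ADP production, detected by competitive TR-FRET in which signal falls with ADP. Final enzyme 25 nM and ATP 10 uM, reacted 30 min at 37°C.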
* marks the source's active call; other numbers are inactive results; i = inactive; ? = inconclusive; . = not tested or not shown; & = joins results of further samples; [ ] = another dose, or the depositor's remark. Unless noted, calls follow the shape of the dose curve; as a rule, active = well fitted curve in the direction sought with a large enough effect; inconclusive = small, poorly fitted or top-dose-only effect, or another doubt; inactive = no such curve, though single readings can be large; an effect the other way counts as inactive or inconclusive. This is a subset. The share of hits here may be higher or lower than overall.

Molecule	Akt phos inh	GLP1R inv ag	FUS suppressor	HEK293 tox	PTHR1 ag	TDP43 rescue	aSyn rescue	Abeta rescue	Mm-Cpn inhibitor
O=C(c1ccc(Cl)cc1)C1CCN(C(=O)NC2CCCCC2)CC1	i	?	27.0%	?	-38.5%[inhibitor]	21.7%	3.7%	-18.5%	3.6%
CN(C)CCCNc1ncnc2oc(-c3ccccc3)c(-c3ccccc3)c12	i	?	22.7%	?	i	2.8%	1.7%	1.9%	-1.6%
CSc1nc(N)nc(C2CC2)n1	i	27.8%	-20.1%	28.8%	-19.7%	14.0%	2.0%	5.3%	?
C=CCn1c(SCC(=O)Nc2ccccc2OC)nnc1-c1ccccn1	i	-2.8%	54.8%	3.5%	i	19.8%	0.2%	-9.0%	-1.0%
CCOc1ccccc1C(=O)NCC(=O)NCCCc1ccccc1	i	0.7%[0.307 µM]	9.7%	-0.5%[0.307 µM]	i	?	7.3%	15.5%	-2.2%
Cc1nn(CC#N)c(=O)n1-c1ccccc1F	i	0.2%	-23.3%	0.1%	-10.3%[57.5 µM]	-5.8%	-0.6%	7.3%	-1.0%
Cc1cc(C)c2c(N)c(C(=O)c3ccc(Cl)c(Cl)c3)sc2n1	i	5.3%	-29.4%	6.1%	i	13.9%	1.1%	-1.0%	-1.4%
CC1CC(C)(C)NC(=S)N1CCCC(=O)Nc1ccc(Br)cc1 (configuration not stated)	i	10µM*	19.8%	11.2µM*	-6.2%	-16.6%[9.22 µM]	10.2%	-4.4%	1.4%
O=C(Nc1ccc(Oc2ccccc2)nc1)C1CCN(Cc2ccco2)CC1	i	?	7.9%	-23.5%	-8.1%	-1.3%	-4.1%	-4.9%	-3.6%
C/C(=N\OCC(=O)Nn1c(C)nc2ccccc2c1=O)c1cccs1	i	3.7%	-13.1%	10.1%	-35.6%[inhibitor]	1.1%	-0.5%	-83.3%[inhibitor]	1.5%
COc1ccccc1NC(=O)COC(=O)c1ccc([N+](=O)[O-])s1	i	0.4%	4.4%	4.0%	-10.6%	-69.4%[inhibitor]	-78.0%[inhibitor]	-95.9%[inhibitor]	1.8%
O=C(COc1ccc(F)cc1)Nc1nnc(C2CCCCC2)s1	i	1.4%	13.8%	20.5%	i	3.3%	-2.0%	8.2%	0.0%
COc1ccccc1CN1CC(C(=O)NC2CCOCC2)CCC1=O (configuration not stated)	i	-12.5%	-1.6%	-1.5%	i	11.4%	2.6%	7.5%	2.1%
CN(C)c1ccc(/C=N/NC2=NS(=O)(=O)c3ccccc32)cc1	i	3.5%	11.4%	2.5%	i	-9.4%	-6.2%	-7.7%	-2.9%
CC(=O)c1c(C)[nH]c(C(=O)OCC(=O)Nc2sc3c(c2C#N)CCC(C)C3)c1C (configuration not stated)	i	0.8%	41.0%	9.4%	-91.9%[inhibitor]	-18.7%	4.1%	-8.0%	-2.1%
CCCn1c(=S)[nH]c2cc(C(=O)N3CCc4ccccc43)ccc2c1=O	i	35.7%[activator]	3.4%	3.0%	-60.0%[inhibitor][57.5 µM]	-2.5%	11.7%	-9.6%	0.0%
CN(C(=O)COC(=O)C(C)(C)Oc1ccc(Cl)cc1)c1c(N)n(Cc2ccccc2)c(=O)[nH]c1=O	i	-7.3%	17.1%	0.1%	i	0.9%	0.6%	-13.1%	-0.4%
CC1CCC(C(=O)NC(C(=O)Nc2ccccn2)C(C)C)CC1 (configuration not stated)	i	-0.5%	-5.6%	-5.5%	-0.3%	21.0%	3.6%	-12.1%	0.8%
CCN(CC)S(=O)(=O)c1ccc(C(=O)NCc2n[nH]c(=S)n2-c2ccccc2OC)cc1	i	3.4%	-0.1%	16.4%	i	-15.3%	-3.0%	-4.9%	-1.3%
COc1ccc(-c2nc(NC(=O)c3ccc(OCC(=O)N4CCOCC4)c(OC)c3)sc2C)cc1	i	?	.	?	-31.9%[inhibitor]	-12.3%	4.6%	-9.3%	-0.7%
CCc1c(C)c2ccc(O)c(CN3CCN(c4ccc(F)cc4)CC3)c2oc1=O	.	?	9.6%	-12.2%	-30.2%[inhibitor]	17.9%	.	-4.8%	.
C/C(CCc1ccccc1)=N\NC(=O)COc1ccccc1C	i	0.3%	5.6%	7.5%	i	5.0%	0.1%	-4.4%	-3.1%
O=C(COc1ccccc1O)NC1CCCC1	i	42.9%	-6.7%	6.9%	i	-9.3%	4.6%	3.6%	-0.9%
C#Cc1ccc(NC(=O)C2(C)CCN2C(=O)C2(c3ccccc3)CC2)cc1 (configuration not stated)	i	?	35.1%	1.5%	-36.1%[inhibitor]	?	-2.8%	-8.0%	.
CCn1c2ccccc2nc2cc3c(cc21)c(Cl)c(=O)c1ccccc13	i	?	0.3%	?	-7.7%	16.1%	8.5%	-5.0%	.

More records.
Molecule	Akt phos inh	GLP1R inv ag	FUS suppressor	HEK293 tox	PTHR1 ag	TDP43 rescue	aSyn rescue	Abeta rescue	Mm-Cpn inhibitor
CCn1cc(C(=O)O)c(=O)c2cnc(N3CCN(C(=S)NC(=O)c4ccc(Cl)cc4Cl)CC3)nc21	i	9.8%	-4.6%	7.0%	i	-38.1%[inhibitor]	-15.8%	-6.7%	-0.3%
COc1cc(NC(=O)Cn2nc(C(F)(F)F)c3c2CCCC3)cc(OC)c1OC	i	?	20.8%&-1.0%	-4.5%&-11.4%	-36.7%[inhibitor]	13.3%&6.6%	1.0%	-5.0%&12.4%	0.1%
Cc1ccc(OCC(=O)Nc2ccc(NC(=O)c3cccs3)cc2)c(C)c1	i	?	1.6%	?	i	-11.0%	-7.3%	-6.6%	-4.6%
Cc1ccc(NC(=O)CN2C(=O)C(c3ccc(F)cc3)=NC23CCCCCC3)c(C)c1	.	-6.4%	21.2%	-7.8%	-21.6%	7.8%	.	4.5%	.
Cc1cccc(OCC(=O)N/N=C/CC(C)c2ccccc2)c1C (configuration not stated)	i	-13.7%	.	-0.4%	-19.5%	1.3%	-10.9%	-17.2%	1.8%
CCc1ccc(CNC(=O)c2sc3nc[nH]c(=O)c3c2C)cc1	.	24.2%	2.2%	-4.9%	21.5%	0.7%	.	-13.3%	.
C[C@H](O)[C@@H]1CN2CCc3c([nH]c4ccccc34)[C@@H]2C[C@@H]1N(C)C(=O)Nc1ccc(F)cc1	i	?	5.8%	15.7%	11.6%	26.3%	-2.7%	-8.3%	.
O=C1c2ccccc2C(=O)N1CCCCN(C(=O)c1ccco1)c1ccc(Cl)cc1	i	?	29.4%	-4.1%	-12.4%[57.5 µM]	26.7%	21.0%	-20.9%	-9.7%
Cc1[nH]c(C)c(S(=O)(=O)N2CCN(c3ccc(Cl)cc3)CC2)c1C(=O)N1CCCC1	i	-23.8%	27.4%	-3.1%	-17.0%	5.7%	0.1%	.	-2.8%
Cc1ccc(S(=O)(=O)N2CCN(C(=O)CN(Cc3ccco3)Cc3cccs3)CC2)cc1	i	9.3%	-10.5%	18.0%	i	-8.3%	-2.7%	-4.8%	.
CCn1cc2nc(SCc3cccc(OC)c3)n(Cc3ccc(Cl)cc3)c(=O)c2n1	.	?	?	3.8%	-53.0%[inhibitor]	5.3%	.	-10.2%	.
O=C(CCC(=O)Nc1ccc(F)cc1)N/N=C/c1c[nH]c2ccccc12	i	?	5.0%	-15.6%	i	-5.8%[0.397 µM]	-2.6%	-0.6%	1.0%
CC1CCN(Cc2c(O)ccc3c(=O)c(-c4cccc(Cl)c4)c(C(F)(F)F)oc23)CC1	.	4.0%	-13.0%	-1.4%	i	?	.	16.8%	.
CC(NC(=O)c1ccc(Cl)s1)C1CCCO1 (configuration not stated)	i	9.6%	-0.4%	3.3%	-7.7%[57.5 µM]	8.1%	0.7%	9.5%	-0.8%
COc1ccc(-c2nc(C#N)c(N3CCC(C(N)=O)CC3)o2)cc1	i	-25.1%	0.4%	-23.4%	-18.1%	7.7%	0.0%&8.3%	13.0%	1.3%
O=C(CCNC(=O)c1ccc([N+](=O)[O-])cc1)NC1CCCCC1	i	-12.4%	26.5%	4.1%	i	-0.2%	1.2%	-4.8%	-2.9%
O=C(Nc1ccc2c(c1)OCCO2)c1cnn(-c2ccccc2)n1	i	12.6%	34.0%	3.5%	-39.6%[inhibitor]	17.8µM*	-0.5%[1.84 µM]	-6.9%	-1.4%
COc1cc(C2C(C#N)=C(N)Oc3cc(N)ccc32)cc(OC)c1OC (configuration not stated)	i	?	22.8%	0.4%	?	-13.3%	-0.6%	-16.4%	-6.8%
O=C(CN1CCOCC1)N/N=C/c1cc2ccccc2nc1Cl	i	63.3%[activator]	-26.8%	0.6%	i	-13.5%	-2.9%	-16.6%	-0.4%
COc1ccccc1N1C(=O)CC(N2CCN(c3ccc(F)cc3)CC2)C1=O (configuration not stated)	i	13.4%	-0.1%	10.8%	?	12.6%	10.6%	7.1%	1.2%
CCOC(=O)C1CCCN(C(=O)c2[nH]c(C(F)(F)F)nc2-c2ccccc2)C1 (configuration not stated)	i	13.9%	-21.3%	-6.5%	-24.8%	?	-6.4%	-2.9%	.
CCOC(=O)c1cc2ccccc2n1C1CCN(CCc2ccccc2)CC1	i	?	1.7%	-26.2%	-16.1%	1.7%	-10.7%	-7.8%	.
Cc1c(NC(=S)NC(=O)C(C)(C)C)c(=O)n(-c2ccccc2)n1C	i	10.5%	.	18.1%	?	-12.0%	0.7%	-18.7%	1.6%
Cc1cc(C)n2nc(SCc3nnc(SCc4ccccc4)s3)nc2n1	i	105.1%[activator]	17.7%	-28.1%	-12.1%	?	21.1%	5.7%	0.0%
